Screening data as filed in PubChem BioAssay.
NSD2 inh: NSD2 histone methyltransferase inhibitors, primary screen, biochemical, AlphaScreen, single concentration, set 2 | NSD2 peptide methylation, 120 min | 310,000 compounds, 0.54% hits | inhibition, % at 12.5 µM | AID 743445, 2014 | Histone-lysine N-methyltransferase NSD2 (Homo sapiens), O96028; in the data active = inhibition above about 50%
Pemphigus Ab inh: inhibitors of pemphigus antibody binding to DSG3, primary screen, biochemical, bead-based, flow cytometry, scFv-GFP; DSG3-coupled beads, scFv-anti-DSG3-GFP binding; active compounds read low; 310,000 compounds, 0.48% hits; binding (percent of control), % at 10 µM; Desmoglein-3 (Homo sapiens), P32926;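 active = binding more than 3 SD below its plate's average and above zero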;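 note: hits lower antibody fragment binding to DSG3; some compounds called inactive have numbers as strong as hits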
Target sequence (P32926 whole entry, looked up, the tested form may be a part): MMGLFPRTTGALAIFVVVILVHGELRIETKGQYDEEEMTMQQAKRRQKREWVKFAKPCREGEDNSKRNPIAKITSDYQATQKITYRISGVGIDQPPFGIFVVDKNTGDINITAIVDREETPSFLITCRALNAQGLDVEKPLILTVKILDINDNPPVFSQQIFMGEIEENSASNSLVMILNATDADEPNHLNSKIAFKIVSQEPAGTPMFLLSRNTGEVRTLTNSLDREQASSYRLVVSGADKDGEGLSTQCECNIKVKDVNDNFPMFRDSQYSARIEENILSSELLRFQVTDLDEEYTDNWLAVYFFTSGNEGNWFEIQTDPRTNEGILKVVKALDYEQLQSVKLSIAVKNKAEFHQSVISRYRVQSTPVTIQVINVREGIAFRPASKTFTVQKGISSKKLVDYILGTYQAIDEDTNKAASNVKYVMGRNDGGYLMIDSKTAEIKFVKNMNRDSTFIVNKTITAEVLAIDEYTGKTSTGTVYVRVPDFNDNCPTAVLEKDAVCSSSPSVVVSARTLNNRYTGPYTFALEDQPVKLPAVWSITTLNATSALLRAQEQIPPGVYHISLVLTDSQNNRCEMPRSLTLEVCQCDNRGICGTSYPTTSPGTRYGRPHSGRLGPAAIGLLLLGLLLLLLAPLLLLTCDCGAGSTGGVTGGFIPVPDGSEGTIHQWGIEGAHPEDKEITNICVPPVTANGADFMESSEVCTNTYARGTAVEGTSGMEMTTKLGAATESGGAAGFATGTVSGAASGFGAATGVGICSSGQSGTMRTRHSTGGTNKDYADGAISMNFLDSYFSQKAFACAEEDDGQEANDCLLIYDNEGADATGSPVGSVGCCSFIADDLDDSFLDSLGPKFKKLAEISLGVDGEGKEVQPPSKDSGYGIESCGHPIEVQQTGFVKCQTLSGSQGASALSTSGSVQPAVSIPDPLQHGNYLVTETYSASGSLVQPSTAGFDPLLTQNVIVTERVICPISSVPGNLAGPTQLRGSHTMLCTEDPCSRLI
CAL PDZ FP-1: untagged CAL PDZ binding inhibitors, primary screen, biochemical, fluorescence polarization, HTS; 300,000 compounds, 0.92% hits; Golgi-associated PDZ and coiled-coil motif-containing protein (Homo sapiens), Q9HD26; purified CAL PDZ, TMR-peptide fluorescence polarization, 1 h; inhibition, % at 24.9 µM; AID 602252, 2012;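 active = mean inhibition of at least 30% with at least half of replicates also reaching 30%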;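 note: 0% = DMSO neutral control and 100% = excess unlabeled competitor peptide PRC23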
Keap1-Nrf2 PPI: Keap1-Nrf2 protein-protein interaction inhibitors, primary screen, biochemical, fluorescence polarization, single point; Kelch-like ECH-associated protein 1 (Homo sapiens), Q14145; Keap1 Kelch-Nrf2 peptide fluorescence polarization, 1536-well; inhibition, % at 9.4 µM; 340,000 compounds, 0.15% hits; in the data active = inhibition above about 12%;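 note: human Keap1 Kelch domain with fluorescein labeled Nrf2 9mer peptide probe; 0% = neutral control wells and 100% = peptide positive control; higher means more block of Keap1 binding to Nrf2 peptide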
CAL PDZ FP-2: CAL PDZ peptide-binding inhibitors, primary screen, biochemical, fluorescence polarization, Cer-tagged CAL PDZ, HTS | 330,000 compounds, 0.02% hits | AID 504414, 2011 | purified CAL PDZ, TMR-peptide fluorescence polarization, 1 h | inhibition, % at 20 µM;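 active = highest replicate inhibition of at least 40%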;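 note: plate controls were DMSO neutral control wells for no effect and unlabeled competitor peptide control wells for full effect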
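Test system: purified CerCALP PDZ construct; Compound dosing: one concentration, 20 µM compound; Also added: TMR-labelled reporter peptide T*-PRC34 bound in PDZ groove; Read-out: inhibition from polarization loss; Controls: unlabelled peptide and DMSO controls; Signal: FP readout, S and P plane fluorescence; Incubation: 1 h at RT.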
V-ATPase pH: regulators of yeast V-ATPase proton pumping, primary screen, pHLuorin cytosolic pH fluorescence. S. cerevisiae. response, % at 10 µM. 350,000 compounds, 0.37% hits. AID 504577, 2011; in the data active = response mostly above about 7.3%, no sharp cut-off; inactive = mostly below about 5.4%; note: actives read high; inactives centre near 0; some compounds called inactive have numbers as strong as hits
C-LANA FP: inhibitors of KSHV C-LANA binding to DNA, primary screen, biochemical, fluorescence polarization, FAM-LBS DNA, MBP-C-LANA, single point; AID 504423, 2011; inhibition, % at 9 µM; 340,000 compounds, 0.078% hits; Kaposi's sarcoma herpesvirus LANA C-terminal domain (residues 932-1162) DNA binding;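 active = highest replicate inhibition at or above 60% at 9 µM, even if other replicates fall short; inactive = all replicates below 60% inhibition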;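 note: 0% = neutral control wells and 100% = 4 µM acridine orange control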
RTF Ca sens inh: cardiac RTF calcium sensitivity inhibitors, primary screen, biochemical, IANBD-TnC fluorescence, EC70 calcium; Troponin I, cardiac muscle (Homo sapiens) + Troponin T, cardiac muscle (Homo sapiens) + …; IANBD-labeled cardiac RTF, Ca2+ fluorescence; inhibition, % at 7.15 µM; 340,000 compounds, 0.12% hits; AID 493244, 2011;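 active = inhibition above the mean inhibition of all tested compounds plus 3 SD, cut at about 17% in these data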;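 note: assay run at fixed EC70 calcium of 1.6 mM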
Arrestin-AP2 inh: inhibitors of beta-arrestin/AP2 binding, primary screen, biochemical, GPCR trafficking, flow cytometry | inhibition, % at 10 µM | 340,000 compounds, 0.31% hits | FITC-arrestin peptide / GST-AP2 beads; AP2 beta2 appendage carries R879A mutation | beta-arrestin 1 C-terminal peptide binding to AP2 beta2-adaptin appendage (human);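 active = inhibition above a set limit, near 3 SD of compounds lacking own fluorescence, cut at about 54% in these data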;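 note: plate controls were DMSO wells for no effect and 5 µM unlabelled arrestin peptide for full effect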
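Material – AP2 appendage R879A on GSH beads · Buffer or medium – PBS with 0.05% Tween 20 and 0.1% BSA · Probe or stimulus – fluorescein-tagged arrestin peptide at 50 nM final · Incubation – compound with beads 12 min RT, then probe 1 h RT · Detection – high-throughput flow cytometry of beads, ex 488, em 535 nm · Evaluation – percent response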
DAGLB inhibitor: DAGLB lipase inhibitors, primary screen, biochemical, fluorescence, HTS. Diacylglycerol lipase-beta (Homo sapiens), Q8NCG7. inhibition, % at 5.17 µM. HEK293T DAGLB membrane lysate, EnzChek fluorogenic substrate. 340,000 compounds, 0.059% hits; in the data active = inhibition above about 34%;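 note: 0% = enzyme with vehicle and 100% = wells lacking enzyme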
* marks the source's active call; other numbers are inactive results. An excerpt, so the mix of outcomes need not match the whole.

`CCn1c(O)c(N=N)c2ccccc21` gave NSD2 inh -0.2, Pemphigus Ab inh 100.5, Keap1-Nrf2 PPI 0.3, CAL PDZ FP-2 -0.1, V-ATPase pH -0.5, C-LANA FP 0.2, RTF Ca sens inh 2.5, Arrestin-AP2 inh -13.4 and DAGLB inhibitor -1.5.
For c1ccc(CSc2nnc(-c3cccs3)n2Cc2ccco2)cc1 the results were NSD2 inh 1.9, Pemphigus Ab inh 103.6, Keap1-Nrf2 PPI -7.6, CAL PDZ FP-2 -1.1, V-ATPase pH 0.1, C-LANA FP -1.8, RTF Ca sens inh -0.4, Arrestin-AP2 inh -2.6 and DAGLB inhibitor -1.0.
COc1ccc(C(=O)C2CCCN(S(=O)(=O)c3ccccc3F)C2)c(C)c1 (stereo not given) was read as NSD2 inh 3.1, Pemphigus Ab inh 111.7, CAL PDZ FP-1 3.1, Keap1-Nrf2 PPI -7.9, CAL PDZ FP-2 0.8, V-ATPase pH 5.7, C-LANA FP -1.2, RTF Ca sens inh -8.8, Arrestin-AP2 inh -2.5 and DAGLB inhibitor -6.8.
For CCc1ccc(NS(=O)(=O)c2cc3[nH]c(=O)c(=O)[nH]c3cc2C)cc1 the results were NSD2 inh 0.7, Pemphigus Ab inh 96.1, CAL PDZ FP-1 4.2, Keap1-Nrf2 PPI -5.9, CAL PDZ FP-2 -2.1, V-ATPase pH -3.6, C-LANA FP 0.3, RTF Ca sens inh 6.0, Arrestin-AP2 inh -8.6 and DAGLB inhibitor 2.0.
O=C(CSc1nnc(CNC(=O)c2ccccc2)o1)Nc1nccs1 was read as NSD2 inh -1.8, Pemphigus Ab inh 98.8, CAL PDZ FP-1 -6.8, Keap1-Nrf2 PPI -11.2, CAL PDZ FP-2 -2.9, V-ATPase pH -2.5, C-LANA FP 0.1, RTF Ca sens inh -8.9, Arrestin-AP2 inh 9.6 and DAGLB inhibitor 1.3.
O=S(=O)(c1ccc(F)cc1)N1CCN(c2ccccc2)CC1 was read as NSD2 inh -0.5, Pemphigus Ab inh 99.0, CAL PDZ FP-1 -1.1, Keap1-Nrf2 PPI 4.0, CAL PDZ FP-2 -0.6, V-ATPase pH 1.6, C-LANA FP -2.0, RTF Ca sens inh -11.6, Arrestin-AP2 inh -4.4 and DAGLB inhibitor -3.7.
O=S(=O)(c1ccc(F)cc1)N1CCN(CC2CC3C=CC2C3)CC1 (stereo not given) was read as NSD2 inh -0.4, Pemphigus Ab inh 87.6, CAL PDZ FP-1 -1.4, Keap1-Nrf2 PPI 2.0, CAL PDZ FP-2 -2.5, V-ATPase pH 1.6, C-LANA FP -0.3, RTF Ca sens inh 6.1, Arrestin-AP2 inh 9.5 and DAGLB inhibitor -4.9.
CC1CCC2(CC1)NC(=O)N(Cc1cccc(C(F)(F)F)c1)C2=O (stereo not given) was read as NSD2 inh -0.8, Pemphigus Ab inh 110.0, CAL PDZ FP-1 -0.2, Keap1-Nrf2 PPI -4.0, CAL PDZ FP-2 0.2, V-ATPase pH 6.4, C-LANA FP -2.6, RTF Ca sens inh -6.1, Arrestin-AP2 inh 9.6 and DAGLB inhibitor -0.8.
O=c1c2ccccc2nc(SCc2ccc(F)cc2Cl)n1CCCN1CCOCC1 was read as NSD2 inh -0.9, Pemphigus Ab inh 100.5, Keap1-Nrf2 PPI 2.8, CAL PDZ FP-2 -2.9, V-ATPase pH -0.7, C-LANA FP 0.3, RTF Ca sens inh -9.6, Arrestin-AP2 inh 5.1 and DAGLB inhibitor -10.0.
For Cc1cc(C)nc(SCNC(=O)c2ccc(F)cc2)n1 the results were NSD2 inh 0.1, Pemphigus Ab inh 104.6, CAL PDZ FP-1 2.3, Keap1-Nrf2 PPI -2.9, CAL PDZ FP-2 0.5, V-ATPase pH 6.8, C-LANA FP -0.1, RTF Ca sens inh -4.7, Arrestin-AP2 inh 1.6 and DAGLB inhibitor 0.3.
For O=C(COC(=O)/C=C/c1ccco1)Nc1cc(S(=O)(=O)N2CCOCC2)ccc1Cl the results were NSD2 inh 1.3, Pemphigus Ab inh 102.9, CAL PDZ FP-1 3.7, Keap1-Nrf2 PPI -2.3, CAL PDZ FP-2 -0.3, V-ATPase pH 4.1, C-LANA FP 3.7, RTF Ca sens inh -3.2, Arrestin-AP2 inh 7.0 and DAGLB inhibitor -3.1.
`CCc1ccc(OCC(=O)O/N=C(\N)c2ccncc2)cc1` gave NSD2 inh -4.4, CAL PDZ FP-1 -2.3, Keap1-Nrf2 PPI 2.1, CAL PDZ FP-2 -2.1, V-ATPase pH -5.6, C-LANA FP 1.1, RTF Ca sens inh -6.2, Arrestin-AP2 inh 34.7 and DAGLB inhibitor -5.8.
For CCOC(=O)c1cnc(-n2cc(C)cn2)nc1Nc1ccccc1OCC the results were NSD2 inh -0.5, Pemphigus Ab inh 107.8, CAL PDZ FP-1 -4.4, Keap1-Nrf2 PPI 1.5, CAL PDZ FP-2 -8.0, V-ATPase pH 1.0, C-LANA FP -2.0, RTF Ca sens inh -5.2, Arrestin-AP2 inh -6.2 and DAGLB inhibitor 2.5.
Screening O=C(NNC(=O)C1CCCO1)c1ccc([N+](=O)[O-])cc1 (stereo not given) returned NSD2 inh -2.1, Pemphigus Ab inh 115.0, CAL PDZ FP-1 -1.5, Keap1-Nrf2 PPI -3.2, CAL PDZ FP-2 -1.3, V-ATPase pH 3.8, C-LANA FP -0.7, RTF Ca sens inh -12.4, Arrestin-AP2 inh -14.5 and DAGLB inhibitor -1.4.
For COc1cc(CN2CCC(C(=O)N3CCCC(C)C3)CC2)cc(OC)c1O (stereo not given) the results were Pemphigus Ab inh 99.4, CAL PDZ FP-1 -1.7, Keap1-Nrf2 PPI 1.5, CAL PDZ FP-2 -1.6, V-ATPase pH -0.8, C-LANA FP -2.0, RTF Ca sens inh 0.0, Arrestin-AP2 inh 10.0 and DAGLB inhibitor -0.8.

Brought forward from above: 2 entries, followed by the next part.
Screening O=C(NNC(=O)C1CCCO1)c1ccc([N+](=O)[O-])cc1 (stereo not given) returned NSD2 inh -2.1, Pemphigus Ab inh 115.0, CAL PDZ FP-1 -1.5, Keap1-Nrf2 PPI -3.2, CAL PDZ FP-2 -1.3, V-ATPase pH 3.8, C-LANA FP -0.7, RTF Ca sens inh -12.4, Arrestin-AP2 inh -14.5 and DAGLB inhibitor -1.4.
For COc1cc(CN2CCC(C(=O)N3CCCC(C)C3)CC2)cc(OC)c1O (stereo not given) the results were Pemphigus Ab inh 99.4, CAL PDZ FP-1 -1.7, Keap1-Nrf2 PPI 1.5, CAL PDZ FP-2 -1.6, V-ATPase pH -0.8, C-LANA FP -2.0, RTF Ca sens inh 0.0, Arrestin-AP2 inh 10.0 and DAGLB inhibitor -0.8.
Cc1ccccc1CN1CCN(S(=O)(=O)c2cccc3nsnc23)CC1 was read as NSD2 inh 6.3, Pemphigus Ab inh 119.3, CAL PDZ FP-1 1.9, Keap1-Nrf2 PPI -0.3, CAL PDZ FP-2 0.5, V-ATPase pH -1.9, C-LANA FP -2.2, RTF Ca sens inh -5.7, Arrestin-AP2 inh 18.4 and DAGLB inhibitor -3.5.
CN(Cc1cccnc1)C(=O)CNC(=O)c1ccc(Cl)cc1Cl was read as NSD2 inh 3.0, Pemphigus Ab inh 98.6, Keap1-Nrf2 PPI 3.8, CAL PDZ FP-2 0.3, V-ATPase pH -3.6, C-LANA FP -3.3, RTF Ca sens inh -2.6, Arrestin-AP2 inh 31.9 and DAGLB inhibitor 1.2.
For O=C(O)CN1CCN(c2ncc(C(F)(F)F)cc2Cl)CC1 the results were NSD2 inh -4.4, Pemphigus Ab inh 95.4, CAL PDZ FP-1 -1.6, Keap1-Nrf2 PPI -1.7, CAL PDZ FP-2 0.6, V-ATPase pH 1.7, C-LANA FP 0.2, RTF Ca sens inh -1.4, Arrestin-AP2 inh -6.4 and DAGLB inhibitor -1.0.
N#Cc1cccc(NC(=O)CSc2nnc(C3CC3)n2C2CC2)c1 was read as NSD2 inh -1.5, Pemphigus Ab inh 99.6, Keap1-Nrf2 PPI -4.9, CAL PDZ FP-2 -0.1, V-ATPase pH 2.0, C-LANA FP -1.7, RTF Ca sens inh -7.5, Arrestin-AP2 inh 2.0 and DAGLB inhibitor -0.7.
`COc1ccc(NC(=O)C2CCCN(c3nn4c(=O)cc(C)nc4s3)C2)c(OC)c1` (stereo not given) gave NSD2 inh 0.2, Pemphigus Ab inh 119.5, CAL PDZ FP-1 -0.6, Keap1-Nrf2 PPI -6.0, CAL PDZ FP-2 -2.3, V-ATPase pH 6.2, C-LANA FP -1.6, RTF Ca sens inh -8.9, Arrestin-AP2 inh -0.4 and DAGLB inhibitor -0.3.
For CCOc1ncccc1C(=O)Nc1ccc(-c2ccc3nnc(C)n3n2)cc1 the results were NSD2 inh -3.1, Pemphigus Ab inh 104.9, CAL PDZ FP-1 -5.3, Keap1-Nrf2 PPI -10.6, CAL PDZ FP-2 -0.2, V-ATPase pH 1.9, C-LANA FP -2.8, RTF Ca sens inh -6.5, Arrestin-AP2 inh 16.1 and DAGLB inhibitor 0.5.
For CCn1c(=O)n(CCOC)c(=O)c2c3c(sc21)CCCC3 the results were NSD2 inh -0.5, Pemphigus Ab inh 103.7, CAL PDZ FP-1 -5.7, Keap1-Nrf2 PPI -5.9, CAL PDZ FP-2 -3.1, V-ATPase pH 2.8, C-LANA FP 1.4, RTF Ca sens inh -1.5, Arrestin-AP2 inh 2.6 and DAGLB inhibitor -0.8.
For COc1ccc(S(=O)(=O)Nc2cc(C)on2)cc1NC(C)=O the results were NSD2 inh -5.5, CAL PDZ FP-1 -2.1, Keap1-Nrf2 PPI 0.7, CAL PDZ FP-2 1.0, V-ATPase pH -3.3, C-LANA FP -2.8, RTF Ca sens inh -2.2, Arrestin-AP2 inh -3.5 and DAGLB inhibitor 1.6.
Cc1nnc(SCCn2c(N3CCCC(C)C3)nc3c2c(=O)[nH]c(=O)n3C)s1 (stereo not given) was read as NSD2 inh -1.1, CAL PDZ FP-1 -7.2, Keap1-Nrf2 PPI 3.9, CAL PDZ FP-2 -0.7, C-LANA FP -1.7, RTF Ca sens inh -6.5, Arrestin-AP2 inh 2.5 and DAGLB inhibitor -0.3.
